PAFAH1B3 FP inh: blocks human PAF acetylhydrolase 1B catalytic subunit 3; Q15102; recombinant PAFAH1B3, FP-rhodamine probe, fluorescence polarization; inhibition, % at 3.39 µM; hit rate 0.28% among 340,000; AID 492972;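 active means inhibition above the screen-wide average of all tested compounds plus 3 SD, cut at about 25% in these data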;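 further: 0% = enzyme with DMSO only and 100% = wells lacking PAFAH1B3 protein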
GSTO1 counter: counter-screen for RBBP9 inhibitors: inhibitors of human GSTO1 | P78417 | recombinant GSTO1, activity-based probe fluorescence polarization | inhibition, % at 5.96 µM | hit rate 1.1% among 300,000 | AID 1974;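 active means inhibition above the campaign mean inhibition plus 3 SD, cut at about 35% in these data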;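 further: 0% = GSTO1-1 with DMSO and 100% = wells lacking GSTO1-1 enzyme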
PME-1 inh: PME-1 (human) inhibition; recombinant PME-1, FP-Rh probe fluorescence polarization; hit rate 0.53% among 320,000; AID 2130; Q9Y570; inhibition, % at 5.9 µM;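 active means inhibition above the campaign mean of all compounds plus 3 SD, cut at about 26% in these data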;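 further: competitive labeling of PME-1 active site by serine hydrolase directed probe; 0% = PME-1 with DMSO and 100% = wells lacking PME-1 enzyme; inhibitors block probe labeling so polarization falls and inhibition rises; many of its hits are not listed in these tables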
Target sequence (Q9Y570 whole entry, looked up): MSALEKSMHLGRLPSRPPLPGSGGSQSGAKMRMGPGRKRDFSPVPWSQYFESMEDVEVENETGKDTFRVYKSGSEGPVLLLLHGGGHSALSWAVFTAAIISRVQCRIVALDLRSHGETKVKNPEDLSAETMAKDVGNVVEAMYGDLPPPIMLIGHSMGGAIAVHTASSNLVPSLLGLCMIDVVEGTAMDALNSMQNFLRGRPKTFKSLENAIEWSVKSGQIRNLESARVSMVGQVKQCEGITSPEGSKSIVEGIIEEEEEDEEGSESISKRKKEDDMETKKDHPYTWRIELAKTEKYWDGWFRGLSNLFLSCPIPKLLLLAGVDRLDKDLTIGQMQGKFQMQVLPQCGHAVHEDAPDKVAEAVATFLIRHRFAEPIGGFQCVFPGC
PAFAH1B2 inh: blocks human PAF acetylhydrolase 1b catalytic subunit 2 | hit rate 1.2% among 340,000 | P68402 | AID 492953 | recombinant PAFAH1B2, FP-rhodamine activity probe, fluorescence polarization | inhibition, % at 3.39 µM;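 active means inhibition above the mean of all tested compounds plus 3 SD, cut at about 24% in these data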;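 further: 0% = enzyme with DMSO and 100% = wells lacking PAFAH1B2; many of its hits are not listed in these tables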
Target sequence (P68402 whole entry, looked up): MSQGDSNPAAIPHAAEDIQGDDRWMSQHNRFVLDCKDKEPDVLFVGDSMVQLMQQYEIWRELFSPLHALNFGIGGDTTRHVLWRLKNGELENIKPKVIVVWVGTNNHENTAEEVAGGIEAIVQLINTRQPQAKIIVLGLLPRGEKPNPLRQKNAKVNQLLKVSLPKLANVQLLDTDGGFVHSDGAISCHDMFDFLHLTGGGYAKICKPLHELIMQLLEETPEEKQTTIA
PAD4 inh: blocks human protein arginine deiminase 4 | Q9UM07 | recombinant PAD4, RCA probe fluorescence polarization | inhibition, % at 6.36 µM | hit rate 0.41% among 330,000 | AID 485272;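 active means percent inhibition above a cutoff equal to the mean of all tested compounds plus 3 SD, cut at about 15% in these data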;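 further: 0% = PAD4 with RCA probe and DMSO and 100% = probe without PAD4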
pPAFAH inh: inhibitors of human plasma PAF acetylhydrolase (pPAFAH) | Q13093 | recombinant pPAFAH, FP-rhodamine probe fluorescence polarization | inhibition, % at 3.39 µM | hit rate 1.5% among 330,000 | AID 463082;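 active means inhibition above the mean inhibition across the screen plus 3 SD, cut at about 25% in these data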;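 further: inhibitors block binding of the rhodamine activity-based probe so polarization drops; 0% = enzyme with DMSO and 100% = wells lacking pPAFAH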
LYPLA1 inh: counter-screen for PME1 inhibitors: inhibitors of human LYPLA1 | O75608 | recombinant LYPLA1, FP-Rh probe fluorescence polarization | inhibition, % at 5.9 µM | hit rate 0.16% among 320,000 | AID 2174;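 active means inhibition above the mean of all tested compounds plus 3 SD, set per campaign, cut at about 14% in these data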;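 further: inhibitors block serine hydrolase probe labeling of LYPLA1 so polarization falls; 0% = enzyme with DMSO and 100% = wells lacking LYPLA1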
PREPL inhibitor: inhibits the human prolyl oligopeptidase-like enzyme | hit rate 0.68% among 320,000 | AID 2751 | Q4J6C6 | recombinant PREPL, fluorescence polarization activity-based probe | inhibition, % at 5.96 µM; in the data active means inhibition above about 43%;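 further: 0% = enzyme with DMSO and 100% = wells lacking enzyme; many of its hits are not listed in these tables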
LYPLA2 counter: counter-screen for PME1 inhibitors: inhibitors of human LYPLA2; hit rate 0.38% among 320,000; AID 2177; O95372; inhibition, % at 5.9 µM; recombinant LYPLA2, FP-Rh probe fluorescence polarization;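 active means inhibition above the screen-wide mean plus 3 SD, limit set per campaign, cut at about 26% in these data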;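 further: 0% = LYPLA2 with DMSO and 100% = wells lacking LYPLA2 enzyme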
Target sequence (O95372 whole entry, looked up): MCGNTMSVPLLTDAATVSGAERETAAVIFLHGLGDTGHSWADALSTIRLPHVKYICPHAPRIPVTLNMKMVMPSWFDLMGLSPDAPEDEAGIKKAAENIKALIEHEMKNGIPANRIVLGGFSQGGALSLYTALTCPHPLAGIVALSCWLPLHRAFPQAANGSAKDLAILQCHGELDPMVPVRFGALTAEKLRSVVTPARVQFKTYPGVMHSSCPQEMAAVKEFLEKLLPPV
Starred values were filed as active, the others as inactive; . = not tested or not shown. This is a subset. The share of hits here may be higher or lower than overall.

Order of results: PAD4 inh | GSTO1 counter | PME-1 inh | PAFAH1B3 FP inh | LYPLA2 counter | pPAFAH inh | PAFAH1B2 inh | LYPLA1 inh | PREPL inhibitor
1	NC(=O)C1CCCN(CCc2ccccc2)C1 (configuration not stated)
→ -1 | -5 | -6 | 1 | 4 | 5 | 0 | 2 | 8
2	CN1CCN(C(=O)c2cc3nc(-c4ccccc4)cc(C(F)(F)F)n3n2)CC1
→ -3 | 5 | -2 | 0 | 0 | 5 | -6 | -2 | -4
3	Cn1c(SCC(=O)NCc2ccco2)nnc1-c1c[nH]c2ccccc12
→ 2 | -7 | 1 | -4 | 4 | 3 | 4 | 6 | 2
4	CCCc1nc2ccccc2c2nc(N)nn12
→ -1 | 1 | -5 | 10 | 3 | 4 | 4 | 2 | 17
5	COc1cc(Cn2c(-c3ccc(O)c(OC)c3)nc3ccccc32)ccc1O
→ 2 | 8 | 1 | -2 | -1 | 6 | 4 | 1 | -3
6	CC(OC(=O)c1cc2sccc2n1C)C(=O)NCc1ccc2c(c1)OCO2 (configuration not stated)
→ 0 | 0 | -7 | -5 | -6 | 2 | -7 | -5 | -14
7	O=C1OC(CCl)CN1Cc1ccc([N+](=O)[O-])cc1 (configuration not stated)
→ -2 | 15 | 3 | 9 | -7 | -1 | 1 | -3 | -3
8	COc1cccc(-n2c(SCC(=O)NCC3CCCO3)nc3c([nH]c4ccccc43)c2=O)c1 (configuration not stated)
→ -4 | -2 | 1 | 3 | 7 | 0 | 10 | 1 | 5
9	CCN(CC)S(=O)(=O)C1CCS(=O)(=O)C1 (configuration not stated)
→ 2 | 0 | -8 | -1 | 5 | 4 | 5 | 1 | -4
10	Cn1cnnc1Sc1cc(N2CCN(S(=O)(=O)c3ccccc3)CC2)ccc1[N+](=O)[O-]
→ 0 | -5 | 2 | 7 | -8 | 2 | -4 | -2 | 20
11	Cc1ccc2c(c1)N(CCC(=O)NC(C)C)C(=O)CO2
→ 0 | 1 | -5 | 11 | 6 | 4 | 2 | 3 | -9
12	CCc1nc2ccccc2n1CC(=O)N1CCN(S(=O)(=O)c2cccc(C(F)(F)F)c2)CC1
→ 3 | 2 | -1 | 10 | 2 | 1 | 5 | 0 | -7
13	CNC(=O)c1cc2cc(Br)ccc2s1
→ -3 | -1 | 0 | 9 | 5 | 4 | 3 | -2 | -8
14	O=C(N/N=C/c1ccccn1)c1cc(-c2ccc(Cl)cc2)nc2ccccc12
→ 2 | 0 | -7 | 2 | 0 | 7 | -2 | -5 | -13
15	COc1ccc(N(CC(=O)N2CCN(C)CC2)S(C)(=O)=O)cc1OC
→ 1 | 0 | -1 | 6 | 2 | -2 | 2 | 3 | -1
16	COCCNC(=O)c1noc2c1CCc1cc(OC)ccc1-2
→ 2 | 5 | -5 | 2 | -9 | 4 | 6 | -3 | 3
17	COCCn1c(SCC(=O)Nc2ccc(Cl)c(S(=O)(=O)N(C)C)c2)nc2ccccc21
→ -1 | -4 | 5 | -8 | -3 | 9 | 0 | 1 | -11
18	CCOc1ccc(Cn2c(SCCCCC#N)nc3c2c(=O)n(C)c(=O)n3C)cc1OCC
→ -3 | 0 | 5 | -1 | 5 | 1 | 1 | 6 | 5
19	Cc1ccc(S(=O)(=O)N[C@H](C(=O)N2CCC(C(=O)NCC(=O)O)CC2)C(C)C)cc1
→ -3 | 9 | -8 | -6 | -5 | -2 | 0 | -2 | 0
20	O=C(NC1CCCc2ccccc21)c1ccccc1OC(F)F (configuration not stated)
→ -1 | 2 | 1 | 0 | 2 | 3 | 3 | 0 | -7
21	CCn1c(COc2cccc(C)c2C)nnc1SCC(=O)Nc1cc(C)on1
→ 0 | 2 | -1 | . | -5 | 1 | . | -2 | -4
22	Cc1c(Cl)cccc1NS(=O)(=O)c1cn(C)c(=O)n(C)c1=O
→ 2 | -1 | -2 | 5 | -6 | 3 | 6 | -2 | 0
23	CCOCCCn1c(=S)[nH]c2cc3c(cc2c1=O)OCO3
→ 2 | 15 | -3 | 4 | 2 | 1 | -3 | -6 | -1
24	COc1ccc(C)cc1S(=O)(=O)N(C)CC(=O)Nc1ccccc1
→ 0 | -6 | -3 | 13 | -4 | 1 | 0 | -4 | 5
25	Cc1cccc(NC(=S)N(CCCN2CCOCC2)Cc2ccco2)c1
→ -7 | 6 | 0 | 6 | 2 | 1 | 6 | 0 | 3
26	N=C(N)c1ccc(OCCCCCOc2ccc(C(=N)N)cc2)cc1
→ 3 | 4 | 0 | -3 | 8 | 3 | -4 | -5 | 3
27	CN(Cc1ccc(OC(F)F)cc1)C(=O)c1ccc(S(=O)(=O)N(C)c2ccccc2)cc1
→ 2 | . | 7 | 8 | 8 | 6 | 6 | 0 | -2
28	CC1Cc2cc(S(=O)(=O)NCc3ccccc3)ccc2N1C(=O)C1CCC1 (configuration not stated)
→ 1 | 5 | 12 | 4 | -7 | 1 | 7 | 0 | 20
29	Cc1ccccc1NC(=O)CN1CCN(C)CC1
→ -3 | 13 | -14 | 10 | -2 | 0 | 3 | 2 | -8
30	C[C@@H](NC(=O)OC(C)(C)C)c1nnc(S(=O)(=O)Cc2ccccc2)o1
→ -4 | 6 | -3 | . | -2 | -1 | . | 1 | 4
31	COc1cc2c(cc1OC)C(C(=O)NCCN(C)C)C(c1cccs1)N(C)C2=O (configuration not stated)
→ 1 | 2 | 4 | 6 | -1 | 2 | -2 | 2 | -7
32	Cc1ccc(NC(=O)C2=C(C(=O)O)CCCC2)cc1F
→ -1 | -3 | 5 | 4 | 2 | -1 | 4 | 2 | -1
33	O=C(Cn1nnc(-c2ccccc2)n1)N/N=C/c1cc([N+](=O)[O-])ccc1O
→ 2 | 1 | 0 | 6 | -4 | 6 | 3 | -1 | -11
34	Cc1cccnc1NC(=O)c1ccc(S(=O)(=O)NCc2ccco2)cc1
→ 6 | 14 | -5 | -2 | 6 | -10 | 4 | -3 | 0
35	COc1cc2c(cc1NC(=O)/C=C/c1ccc([N+](=O)[O-])cc1)oc1ccccc12
→ -1 | 12 | 7 | 3 | -5 | 3 | -6 | -1 | -2
36	COc1ccc(OC)c(C2C(C(N)=O)=C(C)Nc3nc(CCCO)nn32)c1 (configuration not stated)
→ -2 | -2 | 3 | 6 | -4 | 5 | 4 | -1 | 1
37	COc1ccc(Cn2c(C(F)(F)F)ccc(C(N)=O)c2=O)cc1
→ -1 | 5 | 5 | 3 | -4 | 4 | 1 | -2 | 10
38	CCOC(=O)c1cnc2cc3c(cn2c1=O)CCCC3
→ -4 | 5 | -1 | 10 | 24 | -5 | 0 | 9 | 11
39	Cc1cc(C)cc(Oc2nc(-c3ccccc3)cc(C)c2S(C)(=O)=O)c1
→ -2 | 4 | -11 | 1 | -8 | 4 | 0 | -7 | -1
40	COc1ccc(CNC(=O)COC(=O)c2ccccn2)cc1
→ 4 | 4 | 2 | 8 | 1 | 7 | -1 | 0 | 1
41	Cc1cccc(C2c3[nH]c4ccccc4c3CCN2C(=O)c2cc3c([nH]c2=O)CCCC3)n1 (configuration not stated)
→ -4 | 7 | 0 | 5 | 1 | 2 | 9 | 3 | 2
42	CCn1c(CC(=O)Nc2ccc(C)cc2)n[nH]c1=S
→ 2 | 18 | -3 | 1 | -8 | -6 | -5 | -1 | 17
43	Cc1ncc(CN2CCN(CCc3ccccc3)C(CCO)C2)s1 (configuration not stated)
→ 2 | 10 | 3 | 1 | -4 | 3 | -3 | -1 | 8
44	CCOC(=O)c1cc2sccc2n1Cc1ccccc1
→ -1 | -2 | -4 | 7 | 6 | -1 | -1 | 1 | 0
45	CO/N=C(\Cn1ncc(N2CCCC2)c(Cl)c1=O)c1ccc(Cl)cc1
→ -3 | 3 | 8 | 2 | 5 | 3 | 7 | -2 | -23
46	Cc1ccc(-n2c(=S)[nH]c3nc4c(cc3c2=O)COC(C)(C)C4)cc1
→ -2 | 4 | 3 | 2 | 1 | 6 | 0 | -1 | 7
47	Cc1cc(C)c2cc(C(=O)N3CCc4ccccc4C3)[nH]c2c1
→ 1 | 1 | -2 | 12 | -2 | 14 | -3 | 0 | 11
48	CCOC(=O)C1CCCCN1Cc1ccc(C(F)(F)F)cc1 (configuration not stated)
→ 0 | 6 | -3 | 9 | 8 | 3 | 1 | 5 | -6
49	COc1ccc(/C=N/NC(=O)CCOc2ccccc2C)cc1OC
→ 6 | 0 | 4 | 6 | -3 | 6 | 4 | -1 | -4
50	CCC(=O)N1CCc2cc(S(=O)(=O)NCCC(=O)N3CCN(Cc4ccccc4)CC3)ccc21
→ 2 | 6 | 4 | 3 | 7 | 2 | 1 | -3 | 2

Later entries.
Order of results: PAD4 inh | GSTO1 counter | PME-1 inh | PAFAH1B3 FP inh | LYPLA2 counter | pPAFAH inh | PAFAH1B2 inh | LYPLA1 inh | PREPL inhibitor
51	CCOc1ccc(NC(=S)Nc2ccccc2C2CC2)cc1
→ -1 | 4 | 1 | 0 | -1 | -1 | 0 | 0 | 8
52	CCCN(CCC)CCCNc1ccc(C(=O)Nc2cccc(OC)c2)cc1[N+](=O)[O-]
→ -5 | 4 | -4 | -6 | 0 | 2 | 1 | 3 | -2
53	CCS(=O)(=O)N1Cc2ccccc2CC1C(=O)Nc1nnc(SCc2ccc(F)cc2)s1 (configuration not stated)
→ 4 | -65 | -2 | 2 | -3 | 25* | 9 | -9 | -1
54	CC(=O)Cc1nsc(Nc2ccc(C)cc2)n1
→ -5 | -3 | -10 | 7 | 5 | 3 | -3 | -3 | -3
55	CC(=O)N1CCN(S(=O)(=O)c2cccc(C(=O)NC3CCCc4ccccc43)c2)CC1 (configuration not stated)
→ -2 | -2 | 5 | 1 | 17 | 0 | 5 | 1 | 10
56	COC(=O)c1nn(-c2ccccc2)c(Sc2ccccc2)c1/C=N/O
→ -5 | -4 | -9 | -2 | 0 | 1 | 1 | 3 | 2
57	O=C(NCc1nnnn1-c1ccc(F)c(F)c1)c1ccc2ccccc2c1
→ -12 | -5 | -2 | -2 | -6 | 6 | 3 | -4 | -7
58	O=C(CCc1nc2cccnc2n1Cc1ccccc1)N1CCOCC1
→ 3 | -5 | -4 | 5 | -1 | -3 | 3 | -1 | 8
59	O=C(NCCC1=CCCCC1)c1c(O)nc2ccccn2c1=O
→ 0 | 3 | 3 | 1 | -3 | 3 | 7 | 1 | 3
60	CCCc1nc2ccc(NC(=O)NCCC(=O)OCC)cc2c(=O)n1Cc1cccc(Cl)c1
→ -3 | -6 | -3 | 3 | 1 | 3 | -1 | -2 | -37
61	Cc1cccc(CCNC(=O)C2CCN(S(=O)(=O)c3cccc4cccnc34)CC2)c1
→ -2 | 0 | 25 | 4 | 1 | 4 | 2 | -3 | 2
62	O=C1c2ccccc2-c2c1nc1c([n+]2[O-])CCCC1
→ -18 | 15 | -3 | 8 | -1 | 1 | 7 | -2 | 7

Compound activity (PubChem BioAssay)
